Source: PubChem BioAssay
NPY1 pot ag = potentiators or agonists of human neuropeptide Y receptor Y1. P25929. NPY-Y1 expressing cells, potentiator/agonist activation. activation, % at 3.6 µM. 0.37% of 220,000 active. AID 1304; in the data active = activation above about 33%, passing the limit was not always enough;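 note: cells stimulated with NPY at EC10 then isoproterenol at EC100; 0% = low agonist plus stimulus and 100% = saturating agonist plus stimulus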
Target sequence (P25929 whole entry, looked up): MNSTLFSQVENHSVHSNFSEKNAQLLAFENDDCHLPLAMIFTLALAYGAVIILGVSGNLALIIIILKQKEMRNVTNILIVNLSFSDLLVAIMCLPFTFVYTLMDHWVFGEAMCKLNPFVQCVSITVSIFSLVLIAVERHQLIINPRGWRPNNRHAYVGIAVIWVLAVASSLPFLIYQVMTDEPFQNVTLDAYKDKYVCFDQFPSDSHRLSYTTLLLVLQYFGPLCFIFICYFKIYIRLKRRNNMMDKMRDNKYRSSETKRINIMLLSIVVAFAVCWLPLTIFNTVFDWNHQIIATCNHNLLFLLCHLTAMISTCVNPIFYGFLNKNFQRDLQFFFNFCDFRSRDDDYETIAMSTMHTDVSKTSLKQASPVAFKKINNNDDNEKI
p97 inhibitor = blocks human p97 ATPase activity; recombinant p97 ATPase, Kinase-Glo ATP luminescence, 3 h; inhibition, % at 8 µM; 0.42% of 220,000 active; in the data active = inhibition above about 15%;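 note: 0% = DMSO vehicle and 100% = wells lacking enzyme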
NPY2 pot ag = potentiates or activates human NPY-Y2 receptor; cells expressing NPY-Y2, potentiator/agonist read-out; 0.45% of 220,000 active; AID 1359; P49146; activation, % at 3.6 µM; in the data active = activation above about 27%;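 note: cells stimulated with NPY near EC25 plus isoproterenol at EC100; 0% = vehicle plus submaximal agonist and 100% = vehicle plus saturating agonist; some results beyond the cut were filed as inactive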
Target sequence (P49146 whole entry, looked up): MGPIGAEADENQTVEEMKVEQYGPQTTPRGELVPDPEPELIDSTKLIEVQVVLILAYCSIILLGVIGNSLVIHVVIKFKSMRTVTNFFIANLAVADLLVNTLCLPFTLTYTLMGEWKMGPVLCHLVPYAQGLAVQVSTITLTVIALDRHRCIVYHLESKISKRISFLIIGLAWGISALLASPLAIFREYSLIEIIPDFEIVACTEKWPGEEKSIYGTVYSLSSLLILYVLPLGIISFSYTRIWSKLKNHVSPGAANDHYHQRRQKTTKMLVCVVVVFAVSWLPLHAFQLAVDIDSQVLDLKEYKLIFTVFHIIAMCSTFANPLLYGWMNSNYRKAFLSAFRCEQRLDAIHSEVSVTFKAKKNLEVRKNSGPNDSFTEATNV
RBBP9 inhibitor = blocks human serine hydrolase RBBP9; recombinant RBBP9, FP-Rh probe fluorescence polarization; inhibition, % at 7.94 µM; 0.2% of 220,000 active; AID 1515;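 active = inhibition above the campaign mean of all tested compounds plus 3 SD, cut at about 14% in these data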;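 note: plate controls were DMSO wells with RBBP9 for no effect and wells lacking RBBP9 protein for full effect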
Target sequence (O75884 whole entry, looked up): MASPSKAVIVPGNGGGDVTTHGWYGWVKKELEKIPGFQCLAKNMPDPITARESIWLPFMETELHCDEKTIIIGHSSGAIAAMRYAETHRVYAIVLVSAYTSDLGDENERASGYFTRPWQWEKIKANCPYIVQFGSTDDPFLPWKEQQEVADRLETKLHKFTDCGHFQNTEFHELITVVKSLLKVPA
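Assay system: recombinant human RBBP9; Reagent: Serine-hydrolase probe FP-Rh, 375 nM pre-mixing; Doses: 7.94 µM single dose, 0.794% DMSO; Incubation: 30 min then 45 min, 25 °C; Detection: fluorescence polarization (mP), excitation 525 nm, emission 598 nm; Evaluation: percent inhibition from mP, scaled between DMSO and no-protein wells.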
Hck-Nef inh = inhibitors of human Hck kinase activated by Nef. P08631. Recombinant Hck-YEEI plus Nef, Z-Lyte FRET kinase assay. inhibition, % at 20 µM. 0.68% of 220,000 active. AID 463187;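 active = Hck-Nef kinase inhibition above about 50%, limit read from the data; inactive = inhibition below that limit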;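 note: 0% = DMSO with Hck plus Nef and 100% = Hck alone without Nef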
Mdm2 ligase inh = Mdm2 E3 ligase (human) inhibition; Q00987; cell-based MDM2 ubiquitination luciferase reporter, 2 h; 0 = plate control, 100 = twice control, blank-subtracted; 0.11% of 210,000 active; signal enhancement, % at 5 µM;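 active = signal enhancement of 30% or more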;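 note: luminescence tracks abundance of the self-degrading MDM2-luciferase fusion protein; higher signal means inhibition of MDM2 E3 ligase activity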
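Test system: mammalian cells stably expressing self-ubiquitinating, self-degrading MDM2 E3–luciferase fusion; Amount: 2000 cells in each well; Medium: DMEM; Schedule: 4 h settle plus 2 h compound, 37 °C; Technique: SteadyLite luciferase luminescence after 15 min room-temperature reagent incubation; Benchmarks: plate control and blank wells.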
Runt-CBFb FRET = blocks binding of human RUNX1 Runt domain to CBFb. Cerulean-Runt/Venus-CBFb FRET ratio 530/480, 1 h. inhibition, % at 20 µM. 0.46% of 220,000 active;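 active = inhibition over about 50% at 20 µM in the single-dose screen, limit read from the data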;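 note: 0% = DMSO wells and 100% = excess unlabeled CBFb competitor control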
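Measured by: fluorescence energy transfer, 422 nm excitation, 530/480 nm emission; Assay system: Cerulean-Runt domain; Medium: Tris pH 7.5 buffer with BSA; Measure: loss of energy transfer signal; Controls: 5 µM unlabeled CBFb as full-inhibition high control; Incubation: protein complex preformed 1 h, compound exposure 1 h, room temperature, dark.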
NPY Y1 blocker = blocks the human neuropeptide Y Y1 receptor. P25929. HEK293-CNG Y1 cells, membrane potential fluorescence; NPY at EC95, then isoproterenol. inhibition, % at 3.6 µM. 1% of 200,000 active. AID 1040;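 active = inhibition above the campaign mean inhibition of all tested compounds plus 3 SD, cut at about 20% in these data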;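 note: 0% = DMSO wells given NPY plus isoproterenol and 100% = isoproterenol alone without NPY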
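Material: HEK293 Y1/CNG channel cell line; also added: NPY (25 nM), isoproterenol (1 µM), Ro 20-1724 (25 µM); doses: one concentration, 3.6 µM, in 0.4% DMSO; schedule: compound incubation 1 h at room temperature, readout 45 min post-stimulation; technique: membrane potential fluorescence; measure: fluorescence ratio normalized to % inhibition between controls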
Runt-SMMHC FRET = Runt domain-CBFb-SMMHC interaction inhibition; Q01196+Q13951; Cerulean-Runt/Venus-CBFb-SMMHC FRET ratio 530/480, 1 h; inhibition, % at 20 µM; 0.74% of 220,000 active; AID 1434;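 active = mean inhibition across duplicate retests at 20 µM reaching about 50%, limit read from the data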;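 note: 0% = DMSO wells and 100% = wells with excess untagged CBFb-SMMHC; inhibitors lower the FRET ratio by blocking Runt binding to CBFb-SMMHC; some results filed as inactive read as strong as hits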
* marks the source's active call; other numbers are inactive results; . = no result given.

SMILES	NPY1 pot ag	p97 inhibitor	NPY2 pot ag	RBBP9 inhibitor	Hck-Nef inh	Mdm2 ligase inh	Runt-CBFb FRET	NPY Y1 blocker	Runt-SMMHC FRET
CC(=O)N1CCN(CC(=O)O)CC1	-2	5	-10	-8	22	26	1	6	-6
COc1cc(/C=N/N=C2/NC(=O)C(c3ccccc3)S2)ccc1O (centres undefined)	5	-1	-1	-5	1	-9	3	1	-78
COc1ccc(C2C(C(C)=O)=C(O)C(=O)N2c2nccs2)c(OC)c1 (centres undefined)	3	-1	-4	5	1	3	0	4	-2
Cc1ccc(C(=O)C2CCN(CC(=O)NC3CCCCC3)CC2)cc1	-3	5	10	-5	1	-8	0	12	2
O=C(OCc1cccc(F)c1)c1ccc2c(c1)-c1ccccc1C2=O	-4	3	1	-3	0	-4	-3	-2	-8
O=C(CSc1ncccn1)Nc1ccc(S(=O)(=O)N2CCCCC2)cc1	17	-3	5	-9	-1	-5	1	-1	-5
O=C(N/N=C/c1cccs1)c1n[nH]c2c1CCC2	7	1	-1	-2	2	-42	1	4	0
CCCCSc1nc(C)[nH]c1[N+](=O)[O-]	-15	5	10	-1	6	-15	1	2	-1
O=C(O)CC/C(=N/Nc1ncc(C(F)(F)F)cc1Cl)C(=O)O	6	-1	0	-10	8	-8	1	-6	-1
CC1(C)CC(=O)C2=C(C1)NC(=O)CC2c1ccccc1F (centres undefined)	6	4	9	-4	4	-18	0	8	4
O=C(O)CSc1nc2c(c(=O)[nH]1)CCCC2	-6	-4	-4	-8	0	-5	-2	4	-3
CCC1CCCCN1Cc1ccc(N)cc1 (centres undefined)	14	1	-5	3	2	-22	1	-2	-5
COc1ccccc1OCCNC(=O)Nc1ccc(Br)cc1	-26	-4	-9	-9	-1	-16	0	4	-2
CCO[C@@H]1OC(C(N)=O)=C[C@H](c2cn(C(C)=O)c3ccccc23)[C@H]1CCCO	-2	3	6	-5	-5	.	1	-6	-1
COc1cc(O)oc1C=Nc1ccccc1	-5	4	-1	5	0	-15	-1	3	-9
COC(=O)Cc1c(C)c2c(O)cc(C)cc2oc1=O	-5	3	-1	-5	-2	-14	-24	5	-102
c1ccc(-c2csc3ncnc(N4CCOCC4)c23)cc1	-10	-1	-2	-9	38	-9	.	4	.
Cc1ccc(-n2c(C)n[nH]c2=S)cc1	-9	0	-8	-4	1	6	10	2	8
CCCCC#Cc1ccc2c(c1)COc1c3ccccc3nn1-2	.	.	.	.	25	9	2	.	-1
CCOC(=O)c1c(C)nn(Cc2cccc(Cl)c2)c1N	-3	7	-8	-9	0	-27	70*	14	-1
CC(=O)NNC(=O)c1sc(=S)n2c1[nH]c(=O)c1sccc12	6	9	-5	-1	18	-4	-2	4	-44
O=C(O)c1ccc(OC2CSC2)cc1	6	4	-5	-11	0	.	1	10	-1
COc1cc(OC)cc(C(=O)NNC(=O)c2ccc(S(=O)(=O)N(C)c3ccccc3OC)cc2)c1	-7	-11	-24	-12	-37	-6	3	.	0
CCCC(=O)Nc1ccccc1-c1nnc(SC)[nH]c1=O	-9	11	-9	0	1	-80	1	3	-4
O=C(NCCOc1ccccc1)c1cc2ccccc2o1	-20	4	-19	-4	0	-43	-2	13	3
CCOc1ccc(N2C(=O)CN(CC(=O)OC)C2=S)cc1	5	-2	2	-8	21	0	.	3	.
O=C(CN1N=C(c2ccc(Cl)cc2)CCC1=O)NCCN1CCc2ccccc2C1	-17	-7	-9	-8	2	.	-5	3	-3
Cc1cc(C(=O)COC(=O)c2ccc3c(c2)NC(=O)CS3)c(C)n1CC1CCCO1 (centres undefined)	-43	-2	-14	-11	9	-7	-1	5	-3
CC(C)=Cc1oc2ccc([N+](=O)[O-])cc2c1N1CC(C)OC(C)C1 (centres undefined)	-13	0	-3	-4	23	-35	-1	0	-1
CC(C)(C)n1cnc2cc(NCc3cccs3)ccc21	12	-4	-3	-5	-35	-18	4	7	15
CCOC(=O)c1ccc(OCc2c(C)noc2C)cc1	1	2	-2	-5	0	-10	0	-4	3
CN(Cc1ccccc1)C(=O)Cn1nc(C(F)(F)F)c2c1CCC2	-14	2	-8	-3	2	4	0	-1	4
O=C(NC(=S)Nc1ccccc1N1CCOCC1)c1ccco1	-10	2	-2	-3	3	-14	-1	4	1
Cc1c(N=C2NC(=O)C(CC(=O)Nc3ccccc3)S2)c(=O)n(-c2ccccc2)n1C (centres undefined)	20	4	7	-5	9	-21	0	-3	-8
Cc1ccc(Cl)cc1NC(=S)N(Cc1cccs1)C1CCCC1	15	2	-3	-3	1	-1	4	-2	-6
C/C(=N\Nc1nc2ccccc2[nH]1)c1ccc([N+](=O)[O-])cc1	11	-5	-20	1	43	.	-4	.	5

2 neighbouring compounds from above, for reference:
SMILES	NPY1 pot ag	p97 inhibitor	NPY2 pot ag	RBBP9 inhibitor	Hck-Nef inh	Mdm2 ligase inh	Runt-CBFb FRET	NPY Y1 blocker	Runt-SMMHC FRET
CCOc1ccc(N2C(=O)CN(CC(=O)OC)C2=S)cc1	5	-2	2	-8	21	0	.	3	.
O=C(CN1N=C(c2ccc(Cl)cc2)CCC1=O)NCCN1CCc2ccccc2C1	-17	-7	-9	-8	2	.	-5	3	-3

The listing continues.
SMILES	NPY1 pot ag	p97 inhibitor	NPY2 pot ag	RBBP9 inhibitor	Hck-Nef inh	Mdm2 ligase inh	Runt-CBFb FRET	NPY Y1 blocker	Runt-SMMHC FRET
COc1ccc(-c2cc(-c3nnc(COC(=O)CC4CCCC4)o3)c3ccccc3n2)cc1OC	-5	-6	2	-11	2	.	-17	7	-52
CN(C)Cc1nc2ccccc2c(=O)n1CC(=O)Nc1cccc(S(=O)(=O)N2CCOCC2)c1	2	-7	1	-7	-4	-9	2	-1	2
C=CCN1c2ccccc2[C@]23C[C@@H](C(=O)OC)N(C(C)=O)C2=NC(C(=O)OC)=C(C(=O)OC)[C@H]13	.	.	.	.	27	11	1	.	4
Cc1ccccc1-c1nnc(-c2ccc(Br)cc2)o1	-18	4	0	-2	1	-23	-1	5	0
CSc1nnc(SCC2=NNC(=O)SC2)s1	6	5	3	-6	5	3	0	6	2
CCCc1sc(N2CCCC(C(N)=O)C2)nc1-c1ccccc1 (centres undefined)	-5	-2	3	-7	5	12	-6	-2	0
COC(=O)C(Cc1c[nH]c2ccccc12)NC(=O)CNC(C)=O (centres undefined)	2	2	1	-8	0	-14	2	3	5
O=C1Nc2ccccc2N(O)N1c1cc(-c2ccc(Cl)cc2)[nH]n1	9	7	9	-2	15	-10	-2	5	2
CCc1ccc(NC(=O)CSc2nnc(CNC(=O)c3c(F)cccc3Cl)o2)cc1	11	4	7	-4	2	-10	-1	-6	0
CC(C)(C)c1nc(SCC(=O)NCc2cccs2)c2ccccc2n1	-21	-6	-8	-4	26	-5	.	4	.
Cc1nc2sc(C(c3cccs3)N3CCC(C(N)=O)CC3)c(O)n2n1 (centres undefined)	18	-8	-8	2	1	-9	2	-4	-7

Some of these compounds in order of formula weight, highest first:
SMILES	NPY1 pot ag	p97 inhibitor	NPY2 pot ag	RBBP9 inhibitor	Hck-Nef inh	Mdm2 ligase inh	Runt-CBFb FRET	NPY Y1 blocker	Runt-SMMHC FRET
COc1ccc(-c2cc(-c3nnc(COC(=O)CC4CCCC4)o3)c3ccccc3n2)cc1OC	-5	-6	2	-11	2	.	-17	7	-52
CCc1ccc(NC(=O)CSc2nnc(CNC(=O)c3c(F)cccc3Cl)o2)cc1	11	4	7	-4	2	-10	-1	-6	0
Cc1nc2sc(C(c3cccs3)N3CCC(C(N)=O)CC3)c(O)n2n1 (centres undefined)	18	-8	-8	2	1	-9	2	-4	-7
CC(C)(C)c1nc(SCC(=O)NCc2cccs2)c2ccccc2n1	-21	-6	-8	-4	26	-5	.	4	.
Cc1ccc(Cl)cc1NC(=S)N(Cc1cccs1)C1CCCC1	15	2	-3	-3	1	-1	4	-2	-6
O=C1Nc2ccccc2N(O)N1c1cc(-c2ccc(Cl)cc2)[nH]n1	9	7	9	-2	15	-10	-2	5	2
CN(Cc1ccccc1)C(=O)Cn1nc(C(F)(F)F)c2c1CCC2	-14	2	-8	-3	2	4	0	-1	4
O=C(NC(=S)Nc1ccccc1N1CCOCC1)c1ccco1	-10	2	-2	-3	3	-14	-1	4	1
CCCc1sc(N2CCCC(C(N)=O)C2)nc1-c1ccccc1 (centres undefined)	-5	-2	3	-7	5	12	-6	-2	0
COC(=O)C(Cc1c[nH]c2ccccc12)NC(=O)CNC(C)=O (centres undefined)	2	2	1	-8	0	-14	2	3	5
Cc1ccccc1-c1nnc(-c2ccc(Br)cc2)o1	-18	4	0	-2	1	-23	-1	5	0
C/C(=N\Nc1nc2ccccc2[nH]1)c1ccc([N+](=O)[O-])cc1	11	-5	-20	1	43	.	-4	.	5
CSc1nnc(SCC2=NNC(=O)SC2)s1	6	5	3	-6	5	3	0	6	2
CCOC(=O)c1ccc(OCc2c(C)noc2C)cc1	1	2	-2	-5	0	-10	0	-4	3
